# Assay outcomes as filed in PubChem BioAssay.
# CHO-K1 Ca antag = nonselective inhibitor or artifact in parental CHO-K1 cells; ATP-induced calcium, Fluo-8 fluorescence; inhibition, % at 3 µM; hit rate 0.6% among 360,000; AID 602250;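 active = inhibition above a per-plate cutoff, the plate's mean sample inhibition plus 3 SD, cut at about 24% in these data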;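 also: 0% = DMSO plus EC80 ATP and 100% = DMSO alone without ATP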
# M1 PAM = potentiates human M1 receptor response to acetylcholine; hit rate 0.088% among 360,000; P11229; AID 588819; CHO-K1 hM1, Fluo-8 calcium fluorescence, ACh EC20; 0% = ACh EC20, 100% = maximal ACh; activation, % at 3 µM; in the data active = activation above about 19%, passing the limit was not always enough
# Target sequence (P11229 whole entry, looked up): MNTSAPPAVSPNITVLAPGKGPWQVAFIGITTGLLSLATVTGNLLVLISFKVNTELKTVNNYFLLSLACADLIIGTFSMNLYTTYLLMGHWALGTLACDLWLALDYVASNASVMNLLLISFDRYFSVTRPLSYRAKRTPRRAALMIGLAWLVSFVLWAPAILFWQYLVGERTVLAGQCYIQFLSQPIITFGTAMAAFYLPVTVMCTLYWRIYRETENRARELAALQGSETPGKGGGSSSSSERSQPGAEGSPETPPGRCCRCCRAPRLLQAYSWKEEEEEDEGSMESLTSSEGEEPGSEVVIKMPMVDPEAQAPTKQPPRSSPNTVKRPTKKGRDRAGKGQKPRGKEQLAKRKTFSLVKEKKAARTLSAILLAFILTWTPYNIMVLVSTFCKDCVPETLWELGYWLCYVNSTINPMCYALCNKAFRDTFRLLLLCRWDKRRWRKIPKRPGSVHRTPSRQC
# M4 ag = agonists of human muscarinic M4 receptor (CHRM4); hit rate 0.14% among 360,000; CHO-K1 hM4/Gqi5, Fluo-8 calcium fluorescence; vehicle 0%, full acetylcholine response 100%; activation, % at 3 µM; P08173;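 active = activation above the run mean over all test wells plus 3 SD, cut at about 32% in these data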;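 also: peak over basal fluorescence ratio per well then scaled between controls; 0% = DMSO wells and 100% = acetylcholine at EC100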
# CHRM4 antagonist = antagonists of human muscarinic M4 receptor (CHRM4). P08173. CHO-hM4 cells, ACh EC80, Fluo-8 calcium fluorescence. inhibition, % at 3 µM. hit rate 0.73% among 360,000. AID 624125;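 active = inhibition above its plate's cutoff, the mean inhibition of sample wells plus 3 SD, cut at about 27% in these data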;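 also: 0% = acetylcholine EC80 with DMSO and 100% = DMSO without agonist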
# CHO parental Ca = counter-screen for OX1R antagonists: effect in parental CHO cells; AID 463079; inhibition, % at 5.6 µM; parental CHO-K1, ATP-induced calcium, Fluo-8 fluorescence; hit rate 0.63% among 330,000;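 active = inhibition above that plate's mean sample inhibition plus 3 SD, cut at about 26% in these data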;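 also: 0% = ATP-challenged DMSO wells and 100% = DMSO wells without ATP; some compounds past the cut are filed as inactive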
#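 Material: parental CHO cells / Compound: single nominal dose of 5.6 µM per compound / Signal: Fluo-8 fluorescence / Replicates: singlicate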
# M1 ag = activates human CHRM1 receptor; AID 588814; hit rate 0.33% among 360,000; CHO-K1 hM1, Fluo-8 calcium fluorescence, agonist mode; 0% DMSO, 100% acetylcholine EC100; activation, % at 3 µM;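 active = activation above the run's mean compound activation plus 3 SD, cut at about 16% in these data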;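 also: peak over basal fluorescence ratio within a 140 s kinetic read after compound addition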
# M1 antag = antagonists of human M1 muscarinic receptor; P11229; CHO-K1 hM1, Fluo-8 calcium fluorescence, ACh EC80 antagonist; inhibition, % at 3 µM; hit rate 1.3% among 360,000; AID 588852;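 active = percent inhibition above its own plate's cutoff, namely the mean of that plate's compound wells plus 3 SD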;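 also: peak over basal fluorescence ratio during 140 s after agonist addition; 0% = ACh EC80 plus DMSO and 100% = DMSO alone without agonist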
# CHO-K1 Ca ag = M1 agonist counterscreen hit in parental CHO-K1 cells; Fluo-8 calcium fluorescence; scaled to maximal ATP response, vehicle zero; hit rate 0.48% among 360,000; activation, % at 3 µM; in the data active = activation above about 15%;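 also: untransfected CHO-K1 host cells lacking M1 receptor as counterscreen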
# OXTR potentiator = potentiates the human oxytocin receptor response; P30559; activation, % at 3 µM; AID 2445; CHO-OTR cells, Fluo-8 calcium fluorescence, potentiator mode; 0% = oxytocin EC15, 100% = EC100; hit rate 0.061% among 320,000;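 active = activation above that plate's cutoff, the mean activation of tested compounds plus 3 SD, cut at about 6.6% in these data, passing the limit was not always enough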;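 also: 100% uses oxytocin at 75 nM as the full agonist control; some results filed as inactive read as strong as hits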
# Target sequence (P30559 whole entry, looked up): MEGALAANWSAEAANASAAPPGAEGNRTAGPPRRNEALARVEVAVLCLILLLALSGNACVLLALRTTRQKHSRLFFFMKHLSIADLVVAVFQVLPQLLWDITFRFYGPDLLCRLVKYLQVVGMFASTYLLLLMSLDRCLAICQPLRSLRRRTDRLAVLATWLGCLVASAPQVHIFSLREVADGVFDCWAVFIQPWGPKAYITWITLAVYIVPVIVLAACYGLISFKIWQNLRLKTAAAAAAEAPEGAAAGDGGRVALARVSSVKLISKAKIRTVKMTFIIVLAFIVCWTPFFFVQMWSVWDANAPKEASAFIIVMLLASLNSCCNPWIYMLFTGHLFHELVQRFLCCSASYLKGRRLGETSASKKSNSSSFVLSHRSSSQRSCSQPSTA
#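 Material: human OTR in CHO cells. Compound: 3.0 µM, one dose. Timing: compound 6 min at room temperature before oxytocin, 100 s read. Evaluation: % activation of max/min ratio relative to oxytocin controls. Replication: single well per compound, singlicate. Signal: Fluo-8 calcium dye fluorescence.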
# Numbers without * were called inactive; . = no result given. An unsorted share of the library. About 2.9% of those tested had a hit in this group.
mol	OXTR potentiator	CHRM4 antagonist	M1 antag	M1 PAM	CHO-K1 Ca antag	CHO parental Ca	M4 ag	M1 ag	CHO-K1 Ca ag
CC1(C)CC(N(Cc2ccc(F)cc2)C(=O)c2ccc(F)cc2)CCO1 (stereo unspecified)	-3	3	-5	4	-12	-6	0	-3	0.2
O=S(=O)(c1ccc(SCc2cccc(Cl)c2)nc1)N1CCCC1	-9	-16	-14	5	-19	-9	0	-4	0.3
O=c1[nH]c2cc3c(cc2cc1C(c1nnnn1C1CCCC1)N1CCCc2ccccc21)OCCO3 (stereo unspecified)	.	6	-1	2	-22	.	1	-2	0.4
CCCn1c(SCC(N)=O)nnc1-c1ccco1	-12	2	-11	12	-2	4	0	1	0.2
O=C1NC(=O)/C(=C\c2ccc(OCc3cnc(Cl)s3)cc2)S1	-6	1	-1	3	-16	2	1	-4	3.3
CC(C)Oc1ccc(CNC(=O)Cn2c(=O)oc3ccccc32)cc1	-9	-11	-6	3	4	-13	5	1	1.3
COc1cc(C(=O)N2CCC(n3cnc4cc(F)ccc43)CC2)cc(OC)c1OC	-4	-7	-10	6	-12	-14	2	-3	0.0
Cc1cc(F)ccc1NC(=S)NCCc1ccccc1	.	-9	-13	12	2	.	1	-3	0.1
CCOC(=O)C1CCCN(CC(O)COC(c2ccccc2)c2ccccc2)C1 (stereo unspecified)	-9	2	1	-5	-19	-3	2	-11	3.2
CCCCC1(CCCC)NC(=S)N(Nc2ccc(C)cc2)C1=O	-3	-13	-9	1	-11	-16	0	-5	5.3
Cc1ccc(C(=O)Nc2nnc(NC(=S)Nc3ccccc3)s2)cc1	2	5	23	-7	-7	-12	0	-4	0.3
Oc1ccc(N2CCN(C(=S)NCCc3ccccc3)CC2)cc1	-7	-1	-8	13	-17	-4	4	-2	0.9
C=Cc1ccc2c(c1)N(C)C(=C)S2	-7	3	-7	11	8	-1	0	-4	-0.3
O=C(NCCCN1CCOCC1)c1cc(-c2ccc(O)cc2)on1	-3	0	-5	-2	2	-1	0	-6	1.3
CCCN(CCC)S(=O)(=O)c1ccc(C(=O)Nc2nc(-c3ccccc3)c(C(=O)OCC)s2)cc1	0	7	-7	4	4	-4	1	-5	-0.1
CN(Cc1cccs1)S(=O)(=O)c1ccc(Cl)cc1F	-5	-10	-4	-2	-14	-17	-2	-7	-1.0
COc1ccc(-c2noc(CCC(=O)NCC3CCCO3)n2)cc1 (stereo unspecified)	3	-11	-9	8	8	-7	2	-1	0.8
CC(C)(C)n1ncc2c(=O)n(CC(=O)c3ccccc3)cnc21	-8	2	3	2	-3	-4	7	-2	4.6
O=C1NC(=S)S/C1=C1\Sc2ccccc2N1CCCS(=O)(=O)O	-7	-3	-16	7	-12	3	0	-3	0.6
NS(=O)(=O)c1ccc(CCNC(=O)c2cc3ccccc3oc2=O)cc1	-5	-4	-4	2	1	-7	5	-4	2.9
O=C(Nc1ccc2c(c1)OCCO2)C1CC(c2ccccc2Cl)=NO1 (stereo unspecified)	-21	-9	5	-1	-1	-13	4	-2	3.3
COc1cccc(NC(=O)COC(=O)c2ccc(F)cc2F)c1	-3	3	14	-8	18	-3	2	-4	0.1
Cc1oc2c(C)c(O)ccc2c(=O)c1N1C(=O)c2ccccc2C1=O	-9	1	9	-6	-5	-3	2	-3	0.8
CCCCOc1ccc(N2C(=O)CC(N(CCc3ccccc3)C(=O)/C=C/C(=O)O)C2=O)cc1 (stereo unspecified)	-1	10	-7	12	-2	-11	0	-6	-0.1
CCOc1ccc(C(C#N)N2CCOCC2)cc1OC (stereo unspecified)	-1	4	1	2	-4	1	1	0	1.2
C[C@H]1CCCCO[C@H](CN(C)Cc2ccc(C(=O)O)cc2)[C@@H](C)CN([C@@H](C)CO)C(=O)c2cc(NS(=O)(=O)c3cn(C)cn3)ccc2O1	.	-4	-23	11	-10	.	0	-4	0.3
CN(C)C(=O)CCC(=O)N1CCCCC1C(=O)Nc1ccc(Oc2ccccc2F)cc1 (stereo unspecified)	-8	5	-2	5	18	-11	7	0	1.5
COc1ccc(CN(C)CC(=O)NC(=O)NCc2ccccc2)cc1OC	-1	3	-6	0	-2	-16	8	-1	2.1
Cn1ccnc1C(=O)c1cc(=O)c2ccccc2o1	-1	2	-15	3	-5	7	2	-2	1.6
Cc1cc(C)c2c(c1)cc(C)c1nnc(SCC(=O)Nc3ccc(S(=O)(=O)N4CCCCC4)cc3)n12	-5	3	1	-4	-2	-17	2	-8	-0.2
CCOC(=O)c1ccc(NC(=O)c2cnccn2)cc1	.	1	-9	8	-11	.	2	-2	1.2
CSc1ccccc1OCc1cc(C(=O)N(C)C(C)c2nc(C)cs2)no1 (stereo unspecified)	-14	0	4	-3	3	-25	7	-2	3.0
COc1ccc(N2C(=O)c3cccc4cccc(c34)C2=O)nn1	-1	-5	-3	10	-7	-10	0	-5	-0.2
Cc1ccc(S(=O)(=O)/N=C(/Nc2ccc3[nH]c(=O)[nH]c3c2)c2ccc(F)cc2)cc1	-1	-3	-10	8	-1	9	0	-6	0.0
CC1(C)C[C@@H]2C[C@@](C)(CN2C(=O)c2cc(COc3cccc(C(F)(F)F)c3)on2)C1	-7	0	-6	7	-7	1	2	0	0.3
CCCCCCCCN1C(=O)[C@H](CC(=O)NCCCC)C[C@@]2(C(=O)OC)CCCCC=C12	.	9	.	.	-9	.	-1	.	-0.2
CC1CCN(S(=O)(=O)c2nnc(NC(=O)c3ccccc3Br)s2)CC1	-5	-15	-8	8	7	1	5	2	2.0
COc1ccc(C2CC(c3cccc(OC)c3)n3nc(N)nc3N2)cc1 (stereo unspecified)	-5	-1	-1	1	9	-9	1	-1	1.0
Cc1ccccc1C(=O)c1cccn1CC(=O)NCc1ccc(F)cc1	0	-3	-8	3	-11	-13	0	-6	-0.2
O=S(=O)(/N=C(/Nc1ccc(Cl)cc1Cl)c1ccccc1)c1cccs1	-1	-10	-5	6	-21	-24	4	-3	2.8
CCOC(=O)C1(Cc2ccccc2Cl)CCN(C(=O)CCn2ccnc2C)CC1	-4	-15	4	3	-12	-33	0	-6	-0.1
Cc1ccc(C(=O)NCC(=O)N2CCC3(CC2)NCCc2[nH]cnc23)cc1C	-4	1	-14	12	-16	-2	1	-11	1.0
Cc1nc(-c2cccnc2)sc1C(N)=O	-1	0	-13	12	-7	1	0	-5	0.6
COc1ccc(-c2ccc3[nH]c4c(c3c2)CCN2C(=O)[C@@H]([C@H](C)O)[C@@H](N(C)C(=O)Nc3ccccc3)C[C@@H]42)cc1	.	4	-3	3	-3	.	6	0	0.5
OC(Cc1cccc(C=NN2CCOCC2)n1)(C(F)(F)F)C(F)(F)F	.	-4	-15	23	-6	.	1	3	0.4
COc1cc(S(=O)(=O)N2CCN(Cc3cccs3)CC2)ccc1NC(C)=O	-3	-9	-14	7	-13	-13	1	-2	1.0
Cc1ccc(S(=O)(=O)CCC(=O)NC2CCCC2)cc1	-5	8	-4	5	-9	-14	0	-2	0.8
Cc1ccccc1C(=O)N1CCC(C(=O)OCc2nc(N)nc(Nc3ccccc3)n2)CC1	-12	6	1	-1	2	-22	6	-2	1.2
Cc1ccc2nc(N(CCCN(C)C)C(=O)c3ccco3)sc2c1	-4	6	-5	4	-6	-2	3	4	1.0
COc1ccc(-c2nnc(SCc3cc(C)cc(C)c3)o2)cc1	-9	6	13	-9	3	3	-2	-4	0.1
O=C(CCS(=O)(=O)c1ccccc1)Nc1nc(-c2ccc(F)cc2)cs1	-16	-1	10	-11	8	4	15	2	11
O=C(NN1CCOCC1)c1ccccc1NS(=O)(=O)c1ccc(F)cc1F	-11	5	-12	11	-13	8	1	0	1.3
COc1ccccc1NC(=O)c1ccc(Cl)c(S(=O)(=O)N2CCCCC2)c1	-3	-11	-8	8	-3	-9	6	-3	3.0
COc1ccc(Br)cc1/C=C/C(=O)NC(=S)Nc1ccc(Cl)c(C(=O)O)c1	-6	1	-11	12	-12	6	1	-9	0.9
COC(=O)c1ccc(NC(=O)CSc2nnc(C(C)NC(=O)c3ccccc3Cl)n2C)cc1 (stereo unspecified)	-4	3	-20	0	6	-10	0	-3	0.0
COC(=O)c1[nH]c2cc(C)ccc2c1NC(=O)CN1CCOCC1	-7	-3	-14	9	-18	3	0	-2	2.3
Cc1ccc(S(=O)(=O)Nc2cc(NC(=O)CN3CCOCC3)ccc2Cl)cc1	-6	1	1	4	7	-13	0	0	0.0
O=C(Nc1nc(-c2ccccn2)cs1)c1ccccc1-n1cnnn1	-2	10	-12	5	-1	-5	2	0	0.9
O=C(NCC(=O)N(c1ccccc1)C(C(=O)NC1CCCC1)c1cccnc1)c1ccco1 (stereo unspecified)	-11	-3	-3	1	-8	-16	1	-4	-0.1
Cc1cnc(C(=O)OC(C)C(=O)Nc2ccc3c(c2)OCCO3)cn1 (stereo unspecified)	-6	-7	-10	12	-2	-9	1	1	0.5

# Next part
mol	OXTR potentiator	CHRM4 antagonist	M1 antag	M1 PAM	CHO-K1 Ca antag	CHO parental Ca	M4 ag	M1 ag	CHO-K1 Ca ag
Cc1ccc(-n2ncc3c(=O)[nH]c(SCC(=O)N4CC(=O)Nc5ccccc54)nc32)cc1	6	2	6	0	-8	-14	0	-1	0.2
CCN(CC)C(=O)C1=C(C)N(Cc2ccc(OC)cc2)C(=O)C(CC(=O)NC2CC2)C1 (stereo unspecified)	.	-23	0	0	3	.	0	3	0.6
Cc1ccc(N(Cc2ccccc2F)S(C)(=O)=O)c(C)c1	-3	1	0	12	3	-6	-1	-11	14
O=c1c2c(nc3cc(-c4ccc(F)cc4)[nH]n13)CCC2	1	-7	1	13	-4	12	3	1	0.0
COc1cc(NS(=O)(=O)c2ccc(NC(=O)c3ccc([N+](=O)[O-])cc3)cc2)ncn1	8	-1	-9	7	-8	3	0	-1	1.0
CC1(C)Cc2ccccc2-c2nnc(-c3ccc(O)cc3)n21	0	0	-5	8	-4	-8	1	1	0.8
Cc1ccc(CN=c2c([N+](=O)[O-])nn(-c3cccc(C)c3)n2O)cc1	0	-3	-8	0	-18	-12	3	-5	0.6
Cc1cccc(NC(=O)Cc2c(F)cccc2Cl)n1	-16	4	8	-3	12	3	0	-2	0.0
COc1ccc(Oc2nnc(-c3ccccc3)cc2C#N)cc1	-6	0	-7	6	5	-5	1	-3	0.4
O=C(NCc1cccs1)c1ccc(-c2ccc(F)c(F)c2)c2ccoc12	.	-20	-25	16	7	.	0	-1	0.5
Cc1cc2[nH]c(=O)c(=O)[nH]c2cc1S(=O)(=O)N1CCC(C)CC1	-9	-4	-8	1	8	-5	0	-4	0.0
Cc1cc(C)n(-c2nc(-c3ccc(Cl)cc3)cs2)n1	-16	0	-4	6	-8	-12	0	-4	0.3
Nc1cc(N2CCCC2)c(Cl)cc1[N+](=O)[O-]	-4	-6	-7	5	-11	-4	1	-5	1.7
